SMN2 splice up: qHTS Assay for Enhancers of SMN2 Splice Variant Expression | 210,000 compounds, 2.8% hits | Potency, µM (series often up to 46.1 µM), for the others: at the top dose activity change, positive = activation, hits mostly activators | HEK293 SMN2-luciferase splicing reporter, luminescence, 30-36 h; note: % of control where 0% means no effect; nearly all actives have a fitted effect of over 55% in size
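HEK293 cells carry an SMN2 minigene-luciferase reporter in which exon 7 inclusion puts luciferase in frame. Cells were seeded at 2000 cells/well, attached for 10-12 hours, then exposed to compounds for 30-36 hours at 37C before ONE-Glo luminescence.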
ALDH1A1 inh: qHTS Assay for Inhibitors of Aldehyde Dehydrogenase 1 (ALDH1A1). Purified ALDH1A1, NADH fluorescence, propionaldehyde substrate. Potency, µM (doses to about 75.3 µM), for the others: at the highest dose activity, negative = inhibition, most hits filed as inhibitors. 220,000 compounds, 7.3% hits. AID 1030, 2008; active = well fitted inhibition curve with a large enough effect, not every such curve was filed as active; inconclusive = small, poorly fitted or top-dose-only effect, or another doubt; inactive = no such curve, though single readings can be large or run the other way;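 note: plate controls were no enzyme wells and a reference inhibitor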
Target sequence (P00352 whole entry, looked up): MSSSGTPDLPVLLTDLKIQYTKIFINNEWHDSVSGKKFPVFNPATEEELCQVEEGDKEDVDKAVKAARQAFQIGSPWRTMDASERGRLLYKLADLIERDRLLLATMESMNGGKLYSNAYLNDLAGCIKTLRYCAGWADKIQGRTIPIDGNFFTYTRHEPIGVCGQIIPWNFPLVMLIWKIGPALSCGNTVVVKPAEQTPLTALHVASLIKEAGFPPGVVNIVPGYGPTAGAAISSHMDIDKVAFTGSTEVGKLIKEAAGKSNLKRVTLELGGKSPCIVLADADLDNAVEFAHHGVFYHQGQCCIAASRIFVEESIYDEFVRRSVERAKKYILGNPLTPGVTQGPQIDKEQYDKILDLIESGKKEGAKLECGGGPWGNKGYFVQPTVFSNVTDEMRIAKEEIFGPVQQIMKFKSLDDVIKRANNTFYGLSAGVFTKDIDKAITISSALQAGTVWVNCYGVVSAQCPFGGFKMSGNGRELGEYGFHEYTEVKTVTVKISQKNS
HTT cytoprotect: qHTS Multiplex Assay to Identify Dual Action Probes in a Cell Model of Huntington: Cytoprotection (ATP). Potency, µM (series often up to 56.4 µM), for inactives: cytoprotection (ATP increase), hits mostly activators. 230,000 compounds, 0.14% hits. PC12 HTT-Q103 induced, cytoprotection, ATP luminescence, 40 h;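 note: % of control where 0% means no effect; nearly all actives have a fitted effect of over 45% in size; toxic huntingtin expression switched on by the ecdysone agonist tebufenozide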
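PC12 cells with ecdysone-inducible HTT exon 1 Q103-GFP, induced with 100 nM tebufenozide and co-treated with library compounds in a dose series (1536-well, 1500 cells/well). Cytoprotection read as ATP content by ATPlite luminescence.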
Tau ThT inhib: qHTS for Inhibitors of Tau Fibril Formation, Thioflavin T Binding | Potency, µM (series often up to 57.4 µM), inactives show at the highest dose activity, negative = inhibition, hits mostly inhibitors | AID 1460, 2008 | 270,000 compounds, 2.1% hits | recombinant tau K18 P301L, heparin-induced fibrillization, ThT fluorescence; note: % is set by controls: 0 for no effect and ±100 for the full control effect; nearly all actives have a fitted effect of over 55% in size
Target sequence (P10636 561-689 P618L limits assumed): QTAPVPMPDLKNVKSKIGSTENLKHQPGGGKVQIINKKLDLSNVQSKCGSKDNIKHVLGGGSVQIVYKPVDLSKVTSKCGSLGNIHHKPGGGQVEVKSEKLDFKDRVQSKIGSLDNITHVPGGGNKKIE
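ThT emission at 510 nm, taken 1 hr after adding 30 uM dye, quantifies aggregates formed when 20 uM heparin acts on human tau K18 P301L for 6 hr at 37 C.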
JMJD2E inh: qHTS Assay for Inhibitors of Human Jumonji Domain Containing 2E (JMJD2E). Lysine-specific demethylase 4E (Homo sapiens), B2RXH2. JMJD2E catalytic domain, FDH-coupled NADH fluorescence (FDH is formaldehyde dehydrogenase). Potency, µM (top dose mostly 57.1 µM), for inactives: at the highest dose activity change, negative = inhibition, usual class: inhibitors. 230,000 compounds, 1.6% hits. AID 2147, 2009; active = well fitted inhibition curve with a large enough effect, not every such curve was filed as active; inconclusive = small, poorly fitted or top-dose-only effect, or another doubt; inactive = no such curve, though single readings can be large or run the other way;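 note: 0% = wells with enzyme and -100% = buffer wells without enzyme; nearly all actives have a fitted effect of over 50% in size; many of its hits are not listed in these tables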
Target sequence (B2RXH2 1-337 limits assumed): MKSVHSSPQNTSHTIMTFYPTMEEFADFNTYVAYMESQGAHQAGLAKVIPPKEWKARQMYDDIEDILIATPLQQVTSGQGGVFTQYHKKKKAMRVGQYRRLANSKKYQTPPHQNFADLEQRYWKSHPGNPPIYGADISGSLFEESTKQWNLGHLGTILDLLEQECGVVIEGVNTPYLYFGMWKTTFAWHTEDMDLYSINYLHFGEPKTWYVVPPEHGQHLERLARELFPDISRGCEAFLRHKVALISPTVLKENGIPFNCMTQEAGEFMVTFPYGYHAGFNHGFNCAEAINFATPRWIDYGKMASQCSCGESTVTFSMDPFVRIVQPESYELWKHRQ
Tau fluor cs: Counterscreen qHTS for Inhibitors of Tau Fibril Formation, Fluorescence Polarization; Potency, µM (series often up to 57.7 µM), for inactives: at the highest dose activity change, negative = decrease; tau K18 P301L Alexa594 fluorescence, heparin fibrillization; 280,000 compounds, 0.93% hits; note: % is set by controls: 0 for no effect and ±100 for the full control effect; nearly all actives have a fitted effect of over 55% in size
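Human tau K18 P301L (15 uM unlabeled, 0.24 uM Alexa 594-labeled) in 100 mM sodium acetate pH 7 with 20 uM heparin, 6 hr at 37 C. ThT 30 uM added, 1 hr ambient; Alexa 594 FP and total fluorescence read at 555/632 nm.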
Tau fibril FP: qHTS for Inhibitors of Tau Fibril Formation, Fluorescence Polarization; Microtubule-associated protein tau (Homo sapiens), P10636; K18 P301L tau heparin fibrillization, Alexa594 FP, 6 h; Potency, µM (titrated, usually from 57.7 µM), for the others: top-dose activity, negative = inhibition, actives largely listed as inhibitors; 280,000 compounds, 0.39% hits; note: % is set by controls: 0 for no effect and ±100 for the full control effect; nearly all actives have a fitted effect of over 55% in size
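Human tau K18 […] P301L fragment, 15 uM unlabeled plus 0.24 uM Alexa 594-labeled tau (final), with compound and 20 uM heparin in 100 mM sodium acetate pH 7; 6 hr at 37 C, then Alexa 594 FP read.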
HTT aggregate: qHTS Multiplex Assay to Identify Dual Action Probes in a Cell Model of Huntington: Aggregate Formation (GFP). PC12 HttQ103-GFP aggregates, Acumen cytometry, 40 h. Potency, µM (titrated, usually from 46.1 µM), inactives show top-dose activity change, negative = inhibition, hits mostly inhibitors. 220,000 compounds, 1.1% hits; note: % is set by controls: 0 for no effect and ±100 for the full control effect; nearly all actives have a fitted effect of over 60% in size
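Steps: seed 1500 PC12 HTTQ103-GFP cells/well; add tebufenozide, 100 nM final; add compound titration; add ATPLite reagent; quantify GFP aggregates by laser scanning cytometry.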
* marks the source's active call; other numbers are inactive results; u = inconclusive; x = no result given; [ ] = remark or other dose. Unless noted, calls come from the whole dose curve; as a rule, active = well fitted curve in the direction sought with a large enough effect; inconclusive = small, poorly fitted or top-dose-only effect, or another doubt; inactive = no such curve, though single readings can be large; an effect the other way counts as inactive or inconclusive. Potency is the fitted concentration of half-maximal effect. Only part of the results is shown; the hit share may differ from the screen's.

SMILES	SMN2 splice up	ALDH1A1 inh	HTT cytoprotect	Tau ThT inhib	JMJD2E inh	Tau fluor cs	Tau fibril FP	HTT aggregate
CCCCN(CC)C(=O)/C=C/c1cccc([N+](=O)[O-])c1	-8%	u	-8%	-2%	1%	-9%	-1%	u
CCCCCCN=CC1=C(O)C(C(=O)OC)C(C)(C)CC1=O (stereo unspecified)	8%	-15%	-19%[10 µM]	-5%	8%	-8%	0%	-1%
CC(=O)Nc1nc(-c2ccccc2)ns1	u	4%	-17%[10 µM]	-11%	7%	-9%	-3%	-5%
CN(CC(=O)Nc1ccc(F)cc1)CC(=O)Nc1ccc(F)c(F)c1F	-9%	3%	7%	3%	-10%	-1%	2%	13%
COc1ccc(NC(=O)CN(c2cc(C)cc(C)c2)S(=O)(=O)c2c(C)noc2C)cc1	8%	-7%	-10%	u	-4%	u	-1%	-17%
O=c1c(S(=O)(=O)c2ccc(Cl)cc2)cn(Cc2ccccc2)c2ccc(F)cc12	10%	-5%	x	-7%	-9%	-11%	-9%	-1%
CN(C)CC(C)(C)CNC(C(=O)Nc1ccc(Cl)cc1C(F)(F)F)c1ccccc1 (stereo unspecified)	-6%	-3%	x	10%	-2%	8%	11%	19%
Cc1ccnc(NC(=O)c2sc3cc(Cl)ccc3c2Cl)c1	6.3µM*	5%	4%[10 µM]	u	-3%	-1%	9%	5%
O=C(C1CCN(S(=O)(=O)c2cccnc2)CC1)N1CCCCC1	6%	7%	-5%	-9%	4%	-1%	5%	-4%[9.22 µM]
O=C(N/N=C/c1cc([N+](=O)[O-])ccc1O)NC12CC3CC(CC(C3)C1)C2	-36%[inhibitor]	6%	42%[10 µM]	u	-11%	u	1%	u
O=C(NCc1ccc(F)cc1)c1ccc[nH]1	-7%	3%	-24%	5%	0%	8%	4%	-11%[9.22 µM]
O=C(NCc1ccc(F)cc1)c1cccc2c1C(=O)N(Cc1cccnc1)C2	x	7%	u	-3%	-6%	-14%	-6%	-11%

(list continues)
SMILES	SMN2 splice up	ALDH1A1 inh	HTT cytoprotect	Tau ThT inhib	JMJD2E inh	Tau fluor cs	Tau fibril FP	HTT aggregate
Cc1ccc(CC2SC(=Nc3ccccc3)N(c3ccccc3)C2=O)cc1 (stereo unspecified)	-16%	12%	x	-8%	-8%	-20%	-4%	-17%
COc1cc(OC)cc(C(=O)Nc2ccc(-c3nc4ccccc4o3)c(O)c2)c1	-22%	u	-21%	u	u	u	-6%	5%
Cc1cc(C)c2c(=O)n(CC(=O)Nc3cccc(Cl)c3C)sc2n1	x	x	-24%[10 µM]	x	u	u	20µM*	-14%[9.22 µM]
CCc1ccc(S(=O)(=O)NCc2ccc(N3CCN(C)CC3)cc2)cc1	x	1%	0%[10 µM]	-14%	4%	-12%	11%	-5%[9.22 µM]
COc1cc(-c2nc3ccc4ccccc4c3c3c2CCC3)cc(OC)c1OC	-24%	u	-30%	u	u	-13%	-10%	-11%
COc1cccc(-c2nn(-c3ccccc3)cc2C(=O)O)c1	-18%	11%	-19%[10 µM]	-1%	3%	4%	-3%	-3%
Cc1cc(C(=O)OCC(=O)NCc2ccco2)c(C)n1-c1ccc(F)cc1	-13%	-8%	-108%[inhibitor][10 µM]	-12%	-2%	-7%	3%	u
Cc1ccccc1C(=O)NC(=S)Nc1ccccc1[N+](=O)[O-]	16%	u	1%	-3%	-6%	-10%	-1%	10%
O=C(CCC1CCCC1)N1CCC(N2CCCCCC2)CC1	2%	-33%	-12%[0.074 µM]	9%	-4%	8%	0%	8%
CC(C)c1ccccc1NC(=S)NN(Cc1ccccc1)c1ccccc1	-22%	-4%	-52%[inhibitor]	-7%	-4%	-19%	3%	-31%
CC(=O)NS(=O)(=O)c1ccc(NC(=O)C(Sc2ccccc2)c2ccccc2)cc1 (stereo unspecified)	-9%	-2%	-10%[10 µM]	-11%	6%	-1%	9%	14%
Cc1cc(C(=O)COc2cc(F)ccc2[N+](=O)[O-])c(C)n1C1CC1	10%	-15%	-15%[10 µM]	-17%	-5%	-15%	-2%	26%

(cont.)
SMILES	SMN2 splice up	ALDH1A1 inh	HTT cytoprotect	Tau ThT inhib	JMJD2E inh	Tau fluor cs	Tau fibril FP	HTT aggregate
CCOc1cc(S(=O)(=O)N2CCOCC2)ccc1F	2%	6%	4%	-4%	3%	2%	5%	-31%
N/C(=N\N=C\c1ccco1)SC1CC(=O)N(c2ccccc2)C1=O (stereo unspecified)	-12%	1%	16%[10 µM]	2%	2%	2%	-3%	15%[9.22 µM]
COc1cc(O)c2c(c1)OC(C)(C)CC2=O	-8%	3%	10%[10 µM]	4%	4%	-4%	-5%	10%
Cn1c(=O)oc2cc(S(=O)(=O)N3CCCC(C(=O)N4CCc5ccccc5C4)C3)ccc21 (stereo unspecified)	-43%[inhibitor]	-15%	-38%	-20%	-6%	-20%	-5%	u
CCCCN(C(=O)NC(=O)Nc1c(C)cc(C)cc1C)S(C)(=O)=O	x	-3%	-4%[10 µM]	-2%	-5%	1%	-1%	10%
O=C(CSCc1ccc([N+](=O)[O-])cc1)NC1CC1	-1%	6%	13%[10 µM]	4%	9%	7%	0%	2%
Cn1c(N)c(C(=O)COC(=O)CSc2ccc3ccccc3c2)c(=O)n(C)c1=O	23%	-4%	x	u	-2%	u	u	-7%
CN(C)CCNC(=O)c1cc2c(=O)n(C)c3ccccc3c2n1C	-14%	u	-44%	-12%	u	-6%	4%	-7%
COC(=O)c1c(NC(=O)COc2ccc(Cl)cc2)sc(C)c1C	-9%	x	x	-5%	x	-7%	-6%	x
O=C(NCCc1nc2ccccc2[nH]1)/C(=C/c1ccc(F)cc1)NC(=O)c1ccco1	x	x	26%[10 µM]	-9%	1%	-10%	-2%	8%[9.22 µM]
N#CCSc1ccsc1C(=O)Nc1ccc(F)cc1	8%	7.1µM*	-60%[inhibitor][10 µM]	-2%	u	-14%	-7%	-10%
Cc1c(Cl)cccc1NCC(=O)Nc1ccc(Cl)cc1F	x	u	10%[10 µM]	u	-1%	u	-1%	-7%

Other compounds:
SMILES	SMN2 splice up	ALDH1A1 inh	HTT cytoprotect	Tau ThT inhib	JMJD2E inh	Tau fluor cs	Tau fibril FP	HTT aggregate
CCn1c(SC(C)C)nnc1-c1c[nH]c2ccccc12	-9%	u	-29%	-14%	16%	-11%	1%	-9%
ONC(=Nc1ccc(Cl)cc1)c1ccccc1Cl	-3%	1%	10%[10 µM]	0%	-5%	-4%	0%	-21%
CCN(C(=O)CN1CCN(S(=O)(=O)c2ccccc2C(F)(F)F)CC1)c1c(N)n(Cc2ccccc2)c(=O)[nH]c1=O	10%	11%	u	3%	6%	1%	-3%	16%
Cn1cc(CNCCCn2ncc3ccccc32)c(-c2ccccc2F)n1	x	1%	-36%[inhibitor]	-3%	-7%	-6%	-3%	-17%
COc1ccccc1C(=O)N1CCN(CCc2ccccc2)CC1	-1%	-9%	-17%	-10%	3%	1%	10%	-19%
CCc1nnc(NC(=O)C2CCCCC2)s1	8%	25µM*	8%	-3%	4%	1%	1%	-4%
COC(=O)Cn1cc(C(=O)c2ccco2)c2ccccc21	-22%	-8%	-16%[10 µM]	1%	-2%	4%	-5%	9%
CN(C)S(=O)(=O)N1CCN(C(=O)c2ccccc2Cl)CC1	2%	-1%	5%[10 µM]	-5%	3%	1%	3%	-14%
COCCn1nnnc1C(c1ccccn1)N1CCN(c2cccc(C)c2C)CC1 (stereo unspecified)	-17%	u	16%[10 µM]	-7%	u	-4%	3%	-26%
CCOC(=O)c1ccccc1NC(=O)CSc1nnnn1C	-1%	-3%	-20%[10 µM]	9%	-2%	3%	-5%	7%
CCCS(=O)(=O)c1c(S(=O)(=O)CCC)c2c3ccccc3ccn2c1C(=O)OC	2%	u	13%[1.9 µM]	2%	u	-22%	u	-17%
NS(=O)(=O)c1ccc(NC(=O)COC(=O)/C(=C/c2cccs2)c2cccs2)cc1	8%	-8%	-35%	15%	14%	u	u	12%

(further entries)
SMILES	SMN2 splice up	ALDH1A1 inh	HTT cytoprotect	Tau ThT inhib	JMJD2E inh	Tau fluor cs	Tau fibril FP	HTT aggregate
COc1ccc(NC(=O)CCCn2c(=O)c3sccc3n(Cc3ccccc3)c2=O)cc1	0%	8%	-9%[10 µM]	-1%	-5%	-4%	5%	8%
C[C@H]1Cc2c(COc3ccccc3)nc3c(c2CO1)CN(S(=O)(=O)c1ccc(Cl)c2nonc12)CC3	-1%[9.22 µM]	u	-18%[10 µM]	-2%[11.5 µM]	-2%[11.4 µM]	5%[11.6 µM]	10%[11.6 µM]	x
CC(C)(C)c1ccc(C(=O)NNc2cc(Cl)cc(Cl)c2)cc1	x	x	14%[10 µM]	-3%	-2%	-13%	-12%	-5%[9.22 µM]
COCCCn1c(=N)c(C(=O)NCC2CCCO2)cc2c(=O)n3cccc(C)c3nc21 (stereo unspecified)	-2%	u	14%[10 µM]	-3%	u	-4%	3%	5%
CSc1nsc(SC)c1NC(=O)N1CCCCC1	1%	2%	-1%[10 µM]	2%	-3%	-5%	-9%	1%
CSc1ccc(/C=N/NC(=O)c2cc(O)cc(O)c2)cc1	u	9%	-15%[10 µM]	-11%	u	-14%	0%	-10%
CC(C)CO/N=C1/C[C@@H](O)[C@@H](O)[C@@H]2[C@@H]3C(=O)N(Cc4ccc5c(c4)OCO5)C(=O)[C@H]3CC[C@@H]12	x	8%[13.5 µM]	5%[10 µM]	-4%[11.5 µM]	x	1%[11.6 µM]	1%[11.6 µM]	x
COc1ccc2c(CC(=O)Nc3nc(C)cs3)coc2c1	-3%	-3%	-30%[inhibitor]	-8%	5%	-17%	1%	-21%
COc1ccc(NC(=O)CN2CCc3ccccc3C2)cc1S(=O)(=O)N1CCOCC1	-1%	-4%	-4%[10 µM]	7%	7%	10%	1%	3%

Screening data (PubChem BioAssay)
